PKM2 activator: qHTS Assay for Activators of Human Muscle isoform 2 Pyruvate Kinase. Pyruvate kinase PKM (Homo sapiens), P14618. purified PKM2, Kinase-Glo ATP luminescence, activation; response scale: 0% is enzyme alone, no compound. Potency, µM (top dose mostly 57.5 µM), for the others: at the top dose activation, usual class: activators. actives 0.34% (n = 260,000); note: potency is the fitted concentration of half-maximal effect; nearly all actives have a fitted effect of over 55% in size
Target sequence (P14618 whole entry, looked up, canonical isoform): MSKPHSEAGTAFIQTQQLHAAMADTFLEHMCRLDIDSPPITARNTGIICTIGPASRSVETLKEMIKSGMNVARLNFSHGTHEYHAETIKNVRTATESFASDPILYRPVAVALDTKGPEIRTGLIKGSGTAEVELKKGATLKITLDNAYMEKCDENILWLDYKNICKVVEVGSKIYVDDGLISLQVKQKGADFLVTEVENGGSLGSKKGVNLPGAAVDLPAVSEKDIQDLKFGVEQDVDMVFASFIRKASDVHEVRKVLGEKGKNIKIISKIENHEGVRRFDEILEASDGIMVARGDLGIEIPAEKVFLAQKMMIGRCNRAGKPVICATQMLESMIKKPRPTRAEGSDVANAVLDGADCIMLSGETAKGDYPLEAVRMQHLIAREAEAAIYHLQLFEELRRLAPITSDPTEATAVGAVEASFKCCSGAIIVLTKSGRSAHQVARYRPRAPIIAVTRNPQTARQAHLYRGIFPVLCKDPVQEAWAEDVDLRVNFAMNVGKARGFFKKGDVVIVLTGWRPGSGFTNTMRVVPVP
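Purified hPK-M2 (>95% pure) converted ADP (0.1 mM final) to ATP with 0.5 mM PEP in 50 mM imidazole pH7.2, KCl, MgCl2, Tween 20, BSA; 1 h at room temperature. ATP detected by Kinase-Glo luminescence.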
KCNH2 3.1 block: qHTS for Inhibitors of KCHN2 3.1: Mutant qHTS; activity change, % (tested at about 1.8 µM); actives 0.95% (n = 340,000); U2OS KCNH2 3.1, thallium flux FluxOr; active compounds read low;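 active = maximum activity change below -70%; inconclusive = maximum activity change from -70% to -50%; inactive = maximum activity change above -50%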;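 note: thallium influx rate constant from kinetic fluorescence after stimulation buffer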
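Thallium flux via FluxOr fluorescence (Red40 quencher, 45 min loading) in U2OS cells virally expressing the KCNH2 3.1 isoform (1.77 x 10^8 /mL virus, overnight at 37 C). Rate constants from 2-min kinetic reads post-stimulation, normalised to positive and negative controls.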
Eya2 inh: qHTS Assay for Inhibitors of the Phosphatase Activity of Eya2; Protein phosphatase EYA2 (Homo sapiens), O00167; recombinant Eya2, OMFP fluorescence dephosphorylation (OMFP is methylfluorescein phosphate); Potency, µM (highest dose often 76.9 µM), inactives show at the highest dose activity, negative = inhibition, most hits filed as inhibitors; actives 0.006% (n = 330,000); AID 488837, 2010; note: potency is the fitted concentration of half-maximal effect
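Eya2 protein (added as 0.2 uM solution) was preincubated with compound for 10 min at ambient temperature in 50 mM HEPES pH 7.5, 50 mM NaCl, 5 uM MgCl2, 0.05% BSA, 1 mM DTT. OMFP (added at 50 uM) then reacted 10 min; fluorescence read at 485/525 nm.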
BCR signal inh: qHTS Assay to Find Inhibitors of Chronic Active B-Cell Receptor Signaling | Potency, µM (highest dose often 46.1 µM), for inactives: at the top dose ratio change, negative = lower green/red ratio, usual class: inhibitors | ABC-DLBCL IkBa-CBG/CBR reporter, luminescence ratio, 4 h | actives 0.05% (n = 340,000); active = well fitted inhibition curve with a large enough effect in the signal ratio, with a control signal flat, not every such curve was filed as active; inconclusive = small, poorly fitted or top-dose-only effect, or effect the other way, or a change in a side signal; the % refers to the signal ratio;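 note: potency is the fitted concentration of half-maximal effect; plate controls were basal doxycycline-induced cells for no effect and cells given 10 µM MG132 for full effect; MG132 reads +100%, hits lower the ratio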
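Cell line TMD8 (human ABC DLBCL), stably expressing tet-inducible CBG68-IkBa fusion and CBR; IMDM/0.5% FBS; cpd up to 46 uM; dox induction, 4 h, 37C/5% CO2; dual luminescence; green/red ratio; MG132 control.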
B2AR arrestin: qHTS assay of beta-arrestin-biased ligands of beta2-adrenergic receptor; actives 0.02% (n = 330,000); beta-arrestin recruitment to beta2AR, cell-based reporter; Potency, µM (titrated, usually from 46.1 µM), without a hit: at the highest dose activation, most hits filed as activators; Beta-2 adrenergic receptor (Homo sapiens), P07550;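 note: potency is the fitted concentration of half-maximal effect; 0% = DMSO controls and full agonism = EC100 isoproterenol or metaproterenol; nearly all actives have a fitted effect of over 65% in size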
hERG WT inh: qHTS for Inhibitors of KCHN2 3.1: Wildtype qHTS | actives 0.37% (n = 340,000) | activity change, % at 1.84 µM | U2OS, BacMam KCNH2, thallium flux FluxOr; active compounds read low | Voltage-gated inwardly rectifying potassium channel KCNH2 (Homo sapiens), Q12809;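 active = maximum activity change below -70%; inconclusive = maximum activity change between -70% and -50%; inactive = maximum activity change above -50%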
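U2OS cells transduced with wild-type KCNH2 virus are loaded with FluxOr dye for 45 min, and thallium flux is measured in kinetic reads before and after stimulation buffer. Rate constants are normalized to DMSO controls.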
uPA surface inh: qHTS for Inhibitors of Cell Surface uPA Generation. cell surface uPA generation assay, qHTS. Potency, µM (highest dose often 38.3 µM), for the others: at the top dose activity change, negative = inhibition, actives largely listed as inhibitors. actives 0.31% (n = 330,000); active = well fitted inhibition curve with a large enough effect; inconclusive = small, poorly fitted or top-dose-only effect; inactive = no such curve, though single readings can be large or run the other way; tested in mouse RAW 264.7 cells; note: potency is the fitted concentration of half-maximal effect; nearly all actives have a fitted effect of over 55% in size
USP2a block: qHTS Assay for Inhibitors of Ubiquitin-specific Protease USP2a Using CHOP2 as the Reporter. Potency, µM (top dose mostly 38.3 µM), inactives show at the top dose activity change, negative = inhibition, most hits filed as inhibitors. USP2 core, Ub-CHOP2 coupled fluorogenic reporter, 485/531. AID 463254, 2010. actives 0.01% (n = 330,000);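 note: potency is the fitted concentration of half-maximal effect; plate controls were DMSO wells for no effect and full inhibition by NEM control for full effect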
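Deubiquitinase activity read as fluorescence (485/531 nm) after Ub-CHOP2 cleavage activates the enterokinase reporter on its substrate; USP2 core 10nM, Ub-CHOP2 and substrate 25nM each, 30min compound preincubation then 60min RT; data normalized to NEM, curves fitted.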
Giardia killer: Small Molecules that selectively kill Giardia lamblia: qHTS; Giardia lamblia trophozoite viability; activity change, % at 7.66 µM, hits read low; actives 0.15% (n = 340,000); in the data active = activity change below about -80%; inconclusive = between about -30% and that limit;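 note: parasites exposed to compound for two days anaerobically before the ATP read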
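Each well holds 100 Giardia trophozoites and compound. After two days (48 hrs) at 37 deg C in anaerobic conditions, ATP is quantified by luminescence.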
GALK inhibitor: qHTS Assay for Inhibitors of Human Galactokinase (GALK); Purified GALK, Kinase-Glo residual ATP luminescence; Potency, µM (titrated, usually from 57.5 µM), inactives show at the highest dose activity change, negative = inhibition, most hits filed as inhibitors; actives 0.007% (n = 270,000); AID 1868, 2009; note: potency is the fitted concentration of half-maximal effect
Target sequence (P51570 whole entry, looked up): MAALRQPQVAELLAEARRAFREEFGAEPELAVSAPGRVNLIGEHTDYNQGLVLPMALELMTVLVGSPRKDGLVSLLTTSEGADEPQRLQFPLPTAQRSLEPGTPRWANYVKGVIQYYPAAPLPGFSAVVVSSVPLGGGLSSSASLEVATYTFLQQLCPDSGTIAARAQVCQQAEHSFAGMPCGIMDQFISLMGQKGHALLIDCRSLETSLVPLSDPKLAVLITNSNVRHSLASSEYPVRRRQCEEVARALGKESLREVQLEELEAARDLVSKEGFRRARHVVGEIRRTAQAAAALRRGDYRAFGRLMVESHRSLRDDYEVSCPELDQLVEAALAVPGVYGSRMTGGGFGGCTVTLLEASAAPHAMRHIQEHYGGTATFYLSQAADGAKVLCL
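ATP-depletion format; final 35 uM ATP, 100 uM D-galactose, 5 nM enzyme; pH 8.0 HEPES/Mg2+ buffer; 60 min RT; luminescence read 10 min after detection reagent.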
Coupling enz: qHTS Assay for Inhibitors of Fructose-1,6-bisphosphate Aldolase from Giardia Lamblia: Coupling assay counterscreen. activity change, negative = inhibition, % at 58.2 µM, hits read low. coupling enzyme system counterscreen, AmpLite Red fluorescence. AID 2472, 2010. actives 0.67% (n = 290,000); in the data active = activity change below about -30%
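Final compound at 57.5 uM, incubated 10 min at RT with coupling enzyme reagent (glyceraldehyde-3-phosphate), then 20 min with substrate and AmpLite Red detection. Fluorescence read at 525/598 nm; tests interference with the coupling assay, not aldolase inhibition.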
* = called active by the depositor; i = inactive; ? = inconclusive; / = not tested or not shown; [ ] = remark or other dose. Unless noted, calls come from the whole dose curve; as a rule, active = well fitted curve in the direction sought with a large enough effect; inconclusive = small, poorly fitted or top-dose-only effect, or another doubt; inactive = no such curve, though single readings can be large; an effect the other way counts as inactive or inconclusive. Unless noted, % is set by controls: 0 for no effect and ±100 for the full control effect.

Values run as follows: PKM2 activator, KCNH2 3.1 block, Eya2 inh, BCR signal inh, B2AR arrestin, hERG WT inh, uPA surface inh, USP2a block, Giardia killer, GALK inhibitor, Coupling enz
CCN(CCCNC(=O)CCNC(=O)Cn1cnc2ccccc2c1=O)c1cccc(C)c1
    -5%, 3, 12%, -3%, 0.1%, 9, -2%, 4%, 0, -3%, 0
O=C(COc1ccc([N+](=O)[O-])cc1)NCC(c1cccs1)N1CCOCC1 (stereo unspecified)
    /, 23, 3%, -15%, -0.9%, 1, 4%, -1%, 18, /, /
CCN(CC)C(=O)[C@H]1CC(CC(=O)NCC23CC4CC(CC(C4)C2)C3)C(=O)N2CCc3c([nH]c4ccccc34)[C@]12C (stereo partly specified)
    /, /, -19%, 4%, -0.3%, -8, ?, 2%, -7, /, /
C/C=C/c1ccc(OC)c(OC(C)=O)c1
    -13%, -3, -9%[15.4 µM], 8%, -0.4%, -4, -2%, 3%, 11, 5%, 2
NNC(=O)c1cc(-c2ccco2)[nH]n1
    1%, 22, 3%, ?, 0.3%, -1, -9%, -4%, 5, -2%, -1
O=C(Cc1ccccc1)c1c[nH]c(C(=O)NCCCn2ccnc2)c1
    -10%, /, 9%, 0%, -0.4%, /, /, 2%, /, 7%, 0
CC(=O)N1c2ccccc2NC2=C(C(=O)CCC2)C1c1cccnc1 (stereo unspecified)
    0%, 5, 24%, -1%, 0.1%, -1, 4%, 0%, 3, 10%, 0
CC(=O)c1cccc(NS(=O)(=O)c2ccc(N/C=C\C(=O)c3ccc(C)cc3)cc2)c1
    0%, -24, -9%, 0%, -0.6%, 1, -5%, -1%, -7, -2%, 0
O=S(=O)(NC(=S)c1ccccc1)c1ccc(Cl)cc1
    9%, 5, 15%, -3%, -0.4%, -1, 3%, 3%, 2, 7%, 21
Cc1ccc(N(CC(=O)NCCc2ccc(Cl)cc2)S(=O)(=O)c2c(C)noc2C)cc1
    /, -6, -5%, -1%, -0.2%, -2, 4%, 0%, 18, 0%, /
N#Cc1ccccc1CSC1=NCCS1
    -28%, 2, 4%, -7%, -0.6%, -18, -4%, 0%, 4, 4%, 3
CC(OC(=O)CNC(=O)C12CC3CC(CC(C3)C1)C2)C(=O)Nc1ccc(N2CCOCC2)cc1 (stereo unspecified)
    2%, 3, -29%, ?, -0.2%, 1, 0%, 4%, -6, 3%, 0
Cc1ccc(NC(=O)N2CCC(c3nc4c(nnn4Cc4c(F)cccc4Cl)c(=O)[nH]3)CC2)cc1
    9%, -5, -17%, ?, 0.4%, 7, 1%, -1%, 17, 3%, 0
CC(C)CC(NC(=O)C(NC(=O)OC(C)(C)C)C(C)C)C(=O)NC(CCC(=O)OCc1ccccc1)C(N)=O (stereo unspecified)
    -16%, -5, 5%, 2%, 0.1%, -13, 4%, 0%, -19, 1%, 6
Cc1cc(SCC(=O)OCC(=O)N(CCC#N)c2ccccc2)nc2ccccc12
    /, -3, 10%, -1%, -0.1%, -1, -4%, 0%, -8, /, /
COc1ccccc1NS(=O)(=O)c1ccc2c(c1)OCCO2
    -1%, 14, 5%, 2%, 0.3%, 0, -3%, 0%, -5, -1%, 3
CCn1c(SCC(=O)NCC2CCCO2)nc2c([nH]c3ccccc32)c1=O (stereo unspecified)
    -2%, -20, -7%, ?, -4.1%, 18, 3%, 3%, 28, 3%, 0
CC(C)c1ccc(NC(=O)c2ccc(Br)o2)cc1
    2%, 6, -3%, ?, 0.2%, -13, -6%, -1%, 0, -3%, -10
CCc1ccccc1NC(=O)Cn1c(=O)n(-c2ccc(CC(=O)NCC3CCCO3)cc2)c(=O)c2ccccc21 (stereo unspecified)
    1%, -4, 0%, -1%, 0.1%, -5, 14%, 2%, 2, 11%, 3
COc1cc(C(=O)/C=C/c2cccnc2)c([N+](=O)[O-])cc1OC
    /, 21, 1%, ?, 0.0%, 1, 8.9µM*, 0%, -90*, /, /
Cc1ccc(C2=CSC3=NS(=O)(=O)CCN23)cc1
    -10%, 10, -2%, 1%, 0.2%, 9, /, 0%, -2, -2%, -2
CC(=O)Nc1ccc(/C(C)=N/NS(=O)(=O)c2ccc(C)cc2)cc1
    -1%, 7, 1%, -1%, -0.7%, 0, -1%, 2%, 7, -2%, 4
CC(CNC(=O)COC(=O)c1cccs1)c1ccccc1 (stereo unspecified)
    /, 1, -1%, ?, 0.1%, -19, -3%, 0%, 10, /, /
c1ccc(N2CCN(Cc3cn4ccccc4n3)CC2)cc1
    -7%, -14, -3%, 5%, -0.3%, -7, 10%, -6%, -13, 4%, -2
CC(C)c1nc(N2CCOCC2)c(C#N)c2c1COC(C)(C)C2
    7%, -10, -3%, -2%, 0.3%, 1, -2%, 2%, 3, 11%, 6
O=C(CN1C(=O)NC2(CCCCC2)C1=O)Nc1ccc2c(c1)OCCCO2
    /, -1, -10%, -2%, 0.1%, 6, -28%, -2%, 1, /, /
O=C(CN1CCN(C(=S)NC2CCCC2)CC1)Nc1ccc(Oc2ccccc2)cc1
    7%, ?, -1%, -8%, 2.7%, 3, 0%, 5%, -4, 0%, 3
CCc1ccc(C2CC(=O)N(c3cccc(F)c3)C3=C2C(=O)OC3)cc1 (stereo unspecified)
    /, -17, 21%, 5%, 0.1%, 2, -3%, -2%, -4, 0%, -1
Cc1cc(N/N=C/c2c[nH]c3ccccc23)c2ccccc2n1
    6%, 10, -17%, -2%, 0.3%, -6, -3%, 2%, -1, -1%, 0
O=C(O)[C@@H]1CSC2(CCSC2)N1 (stereo partly specified)
    -4%, /, 21%, 0%, -0.6%, /, /, -1%, /, 6%, 1
CSc1ccc(/C=C/C(=O)c2ccc(NC(C)=O)cc2)cc1
    -1%, -7, -1%, ?, -0.5%, -6, -13%, 0%, -24, -1%, 1
CCOC(=O)N1CCN(C(=O)c2ccc(NC(C)=O)cc2)CC1
    0%, 30, -25%, -8%, -1.1%, -2, 6%, 4%, -4, /, -2
Cc1ccc(OCCn2c3ccccc3n3nc(C)c(=O)nc23)cc1
    1%, /, 7%, 5%, 0.2%, 31, 3%, 2%, -7, -1%, 1
CC(=O)Nc1ccc(Cl)cc1C(=O)O
    0%, 5, 9%, ?, -0.1%, 15, 6%, 4%, -6, 3%, -1
COC(=O)c1ccc(NC(=O)C2CCN(C(=O)Nc3ccccc3)CC2)cc1
    /, 7, 6%, -1%, -1.4%, -2, -12%, 2%, 8, /, /
CC(C)CCOC(=O)C(C)Sc1n[nH]c(=O)[nH]c1=O (stereo unspecified)
    2%, 6, -2%, 10%, -0.2%, -8, 2%, 0%, -12, -2%, 4
CCn1c(=O)n(CC)c2cc(N3CCCC3)c(NC(=O)c3c(F)cccc3F)cc21
    /, 11, -6%, 0%, 0.0%, 5, -13%, 2%, 10, -4%, -9
CCC(=O)Nc1ccccc1C(=O)N1CCCC1
    -1%, 30, 1%, ?, -0.2%, 1, 2%, 5%, 14, -2%, 3
Cc1ccc(OCCn2cc(C=O)c3ccccc32)cc1
    7%[11.5 µM], 7, -5%, -6%, -0.7%, 6, -5%, 1%, 10, 8%, -2
Fc1ccc(CNCc2ccccc2C(F)(F)F)cc1
    -6%, -3, -9%, 0%, -1.5%, -9, 5%, 3%, -10, /, -2
COC(=O)c1c(NC(=O)COC(=O)C2CCC2)sc(C)c1C
    /, -1, -42%, -4%, -0.5%, -6, 1%, 3%, -8, /, /
COc1cc(C)ccc1OCc1cc(C(=O)N2CCN(C)C[C@@H]2c2ccccc2)no1
    /, -3, -16%, 10%, 0.2%, 5, -7%, 1%, -23, -8%, /
COc1ccccc1NC(=O)c1c(NC(=O)c2ccco2)sc2c1CCC2
    0%, -10, -12%, 1%, -0.7%, 1, 8%, 0%, 23, 4%, -2
Cc1ccc(SCC(=O)c2c(C)[nH]c3ccccc23)cc1
    10%, 2, -33%, ?, -0.5%, 0, 1%, 0%, 34[activator], 2%, -1
CC(c1ccco1)N(C(=O)c1ccccc1F)c1ccccn1 (stereo unspecified)
    0%, 16, -14%, 2%, -0.2%, i, -2%, -2%, 16, -4%, 1
NNC(=O)C1CCCn2c1nc1sc3c(c1c2=O)CCCC3 (stereo unspecified)
    3%, -17, -29%, 2%, 0.2%, -1, 2%, 4%, 16, 0%, 5

Screens from PubChem.

Rows were taken by chance. Share with any hit: about 2.4%.
